HSP90 refold inh: HSP90 inhibitors, primary screen, cell lysate, luminescence | Heat shock protein HSP 90 (rabbit reticulocyte lysate; luciferase refolding) | Rabbit reticulocyte lysate, luciferase refolding luminescence, 3 h | inhibition, % at 5.6 µM | 290,000 compounds, 0.91% hits;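 active means inhibition above the screen-wide mean plus 3 SD, computed separately per campaign, cut at about 16% in these data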;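 further: 0% = DMSO wells and 100% = 60 µM geldanamycin wells; inhibitors lower the luminescence because luciferase stays unfolded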
AI-2 QS mod: Vibrio harveyi AI-2 quorum sensing modulators, primary screen, JMH597 strain, luminescence/OD600 ratio | Vibrio harveyi JMH597 AI-2 luminescence/OD600 ratio, 9 h; hits give low values; strain lacks LuxN and CqsS sensors; 0 = neutral-control median | activity change, % at 7.5 µM | 300,000 compounds, 0.4% hits | AID 2094, 2009; in the data active means activity change below about -75%, passing the limit was not always enough; inconclusive means no clear call, values can overlap the other calls;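 further: luminescence divided by OD600 gain over 9 h not by final OD600 alone; inactives centre near 13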
KLF5 inhibitor: KLF5 expression inhibitors, primary screen, DLD-1 cells, luminescence | inhibition, % at 5 µM | DLD-1 KLF5 promoter-luciferase reporter | AID 1700, 2009 | 290,000 compounds, 0.23% hits;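 active means inhibition above a per-plate limit of that plate's mean compound inhibition plus 3 SD, cut at about 60% in these data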;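 further: 0% = DMSO wells and 100% = LY294002 at 200 µM; higher means less KLF5 promoter-driven luciferase light; inactives centre near -14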
HSF1 inhib: HSF1 inhibitors in luciferase reporter cells, primary screen, cell-based, NIH3T3, luminescence. activity change, negative = inhibition, % at 7.5 µM (by protocol). 300,000 compounds, 0.77% hits. NIH3T3-HGL HSE-luciferase, MG132-induced, luminescence 8 h; hits give low values;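 active means more than half of replicate wells show activity change below -50%, luminescence cut by over half; inconclusive means some wells, but at most half, below -50%; inactive means no replicate well below -50%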;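 further: luciferase reports HSF-1 transcriptional activity via heat shock element; 0% = median of DMSO wells and -100% = zero luminescence signal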
IEC-6 cytotox: cytotoxicity in IEC-6 intestinal epithelial cells, primary screen, cytotoxicity control for KLF5 inhibitor project, cell-based, luminescence. IEC-6 cytotoxicity, luminescence viability. inhibition, % at 5 µM. 290,000 compounds, 0.78% hits; in the data active means inhibition above about 22%;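 further: 0% = plate median of test compound wells and 100% = cytotoxic reference compound wells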
HSF1 activator: HSF-1 activators, primary screen, NIH3T3-HGL cells, MG132 stress, luminescence, single point; 300,000 compounds, 1.7% hits; NIH3T3-HGL HSF-1 luciferase reporter, 8 h; 100% = twice DMSO control signal; activation, % at 9 µM; AID 504408, 2011;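 active means mean replicate activation of at least 50% with a set share of replicates each reaching 50%; inconclusive means only one of those two conditions met; inactive means mean below 50% and too few replicates reaching it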;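 further: 0% = median of the neutral control wells and 100% = twice that signal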
PolyA inhibitor: polyadenylation inhibitors in yeast reporter cells, primary screen, luminescence, S. cerevisiae | S. cerevisiae SKY197-pL101 polyadenylation reporter, beta-gal luminescence; efflux-impaired pdr1/pdr3 knockout yeast; score 100 = 6 SD above DMSO | calls only at 12 µM | 300,000 compounds, 0.02% hits | AID 1875, 2009;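 active means lowest replicate activity score at least 50, where 100 means six control SD above control mean; inconclusive means lowest score under 50 but half or more replicates reach 50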;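 further: yeast exposed to compound for 9 h at 30 °C; higher score means more reporter readthrough which indicates perturbed polyadenylation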
GSK3beta inhib: human GSK3beta kinase inhibitors, primary screen, biochemical, cell-free homogeneous, HTS; Glycogen synthase kinase-3 beta (Homo sapiens), P49841; GST-GSK3beta kinase, ADP-Glo luminescence, 60 min; hits give low values; activity score (negative = inhibition), % at 10 µM; 300,000 compounds, 0.038% hits; AID 2097, 2009;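 active means more than half of replicate wells score below -50%, meaning over 50% inhibition versus plate controls; inconclusive means some replicates but at most half score below -50%; inactive means no replicate scores below -50%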;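 further: 0% = median DMSO wells and -100% = median GW8510 positive control wells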
Target sequence (P49841 whole entry, looked up): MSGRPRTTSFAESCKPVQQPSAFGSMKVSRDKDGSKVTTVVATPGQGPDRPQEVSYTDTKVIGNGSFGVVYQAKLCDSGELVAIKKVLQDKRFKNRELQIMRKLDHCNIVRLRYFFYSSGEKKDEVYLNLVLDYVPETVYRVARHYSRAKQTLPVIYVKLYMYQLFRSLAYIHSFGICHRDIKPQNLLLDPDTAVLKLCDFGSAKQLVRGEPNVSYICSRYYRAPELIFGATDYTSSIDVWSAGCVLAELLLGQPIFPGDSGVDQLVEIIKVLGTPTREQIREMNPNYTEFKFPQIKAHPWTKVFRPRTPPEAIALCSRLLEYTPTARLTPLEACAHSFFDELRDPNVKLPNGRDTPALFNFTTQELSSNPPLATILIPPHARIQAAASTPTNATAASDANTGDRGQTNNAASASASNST
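test system = GST-tagged human GSK3beta kinase, cell-free | reagent = 25 µM ATP with peptide substrate | dosing = one dose of 10 µM per compound | schedule = 60 min reaction, RT | detection = luminescent ADP-Glo measurement of ADP formed | control set = DMSO neutral wells and GW8510 at 20 µM as positive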
aSyn 5UTR inh: MLPCN primary screen, SNCA 5' untranslated region; alpha-synuclein 5'UTR reporter, inhibitor activity; inhibition, % (tested at 7.5 µM); 300,000 compounds, 0.82% hits; in the data active means inhibition above about 60%; inconclusive means no clear call, values can overlap the other calls;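 further: H4 neuroglioblastoma cells stably carrying SNCA 5'UTR luciferase fusion; 0% = DMSO wells and 100% = positive control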
GSK3 alpha inh: blockers of GSK3A enzyme activity – biochemical, luminescence, cell-free homogeneous, HTS, primary screen; 320,000 compounds, 0.1% hits; inhibition, % at 10 µM; GSK-3 alpha kinase, ADP-Glo luminescence, 60 min;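 in the data active means inhibition above about 50%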;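 further: GST-tagged GSK-3 alpha with peptide substrate and 25 µM ATP; 0% = DMSO neutral wells and 100% = GW8510 positive control wells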
Target sequence (P49840 whole entry, looked up): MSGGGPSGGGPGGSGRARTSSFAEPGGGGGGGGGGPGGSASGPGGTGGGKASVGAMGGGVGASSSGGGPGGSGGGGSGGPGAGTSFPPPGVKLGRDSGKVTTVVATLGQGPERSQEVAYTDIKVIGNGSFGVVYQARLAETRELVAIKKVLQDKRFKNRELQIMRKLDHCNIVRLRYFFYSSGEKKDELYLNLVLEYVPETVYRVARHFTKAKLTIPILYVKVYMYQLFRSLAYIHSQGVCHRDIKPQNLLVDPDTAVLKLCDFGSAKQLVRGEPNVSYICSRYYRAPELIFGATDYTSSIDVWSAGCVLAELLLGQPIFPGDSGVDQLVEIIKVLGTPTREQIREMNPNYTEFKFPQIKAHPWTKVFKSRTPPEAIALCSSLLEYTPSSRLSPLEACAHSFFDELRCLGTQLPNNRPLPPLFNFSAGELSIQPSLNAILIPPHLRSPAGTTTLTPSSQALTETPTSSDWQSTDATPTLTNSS
Numbers without * were called inactive; i = inactive; ? = inconclusive; . = no result given. The list is partial; the hit share may differ from the screen's.

SMILES | aSyn 5UTR inh | IEC-6 cytotox | GSK3 alpha inh | GSK3beta inhib | HSF1 activator | PolyA inhibitor | AI-2 QS mod | HSP90 refold inh | KLF5 inhibitor | HSF1 inhib
COC(=O)[C@@H](NC(=O)NC1CCCc2ccccc21)C(C)C (stereo partly specified) | 32 | -3 | 2 | 2 | ? | i | -1 | 1 | -33 | 12
Cn1c2ccccc2c2nnc(SCC(=O)NCc3ccoc3)nc21 | -16 | -1 | -4 | 7 | 3 | i | 13 | 1 | -8 | -5
O=[N+]([O-])c1cc(-c2n(-c3ccccn3)c3ccccc3[n+]2-c2ccccn2)ccc1Cl | -88 | -1 | 2 | -2 | 5 | i | 9 | 0 | -7 | 0
O=C(CSc1ncnc2c1cnn2-c1ccccc1Cl)N1CCN(C(=O)c2ccco2)CC1 | -16 | 0 | -3 | -2 | -12 | i | 6 | 1 | -4 | -2
CCCCOc1ccc(OC(=O)Nc2cc(Cl)ccc2OC)cc1 | 36 | 5 | 1 | 1 | 29 | i | 15 | 3 | -18 | 18
OCC1(Cc2ccccc2)CCN(CCCC2CCCC2)CC1 | -11 | 1 | 0 | -2 | . | i | 9 | 2 | -27 | .
COc1ccc(-c2cc3c(=O)n(CC(=O)NCCCN4CCC(Cc5ccccc5)CC4)ncn3n2)cc1 | 96* | 18 | 3 | -1 | -34 | i | 0 | 55* | 58 | -35
COc1ccc(C2/C=C\CN(CC3CC3)CC(=O)N2Cc2ccc(F)cc2)cc1 (stereo unspecified) | -11 | . | -3 | 2 | . | i | 5 | . | . | 2
COc1ccc(C2C(C(=O)Nc3cccc(C)n3)CCC(=O)N2c2ccc(OC)cc2)cc1 (stereo unspecified) | 73* | -4 | -3 | -1 | 0 | i | 33 | 4 | 8 | -4
O=C(CCn1c(=O)oc2ccccc21)N1CCN(C(c2ccccc2)c2ccccc2)CC1 | 8 | -1 | -2 | -1 | 4 | i | 20 | -1 | -20 | 7
Cn1nc(CC(=O)NC2CCCCC2)c2ccccc2c1=O | 23 | -1 | -6 | -6 | 6 | i | 26 | -1 | -19 | 1
O=C(CCCc1ccccc1)c1ccc2c(c1)OCCO2 | 86* | 3 | -2 | 3 | -91 | i | 8 | 77* | 70* | -89*
CCOc1ccc(N(CC(=O)Nc2ccc(C)c(Cl)c2)S(C)(=O)=O)cc1 | -40 | 0 | -5 | 1 | 8 | i | 25 | -6 | -56 | 3
c1ccc2cc3[nH]c(CN4CCCCC4)nc3cc2c1 | -47 | . | 0 | 4 | -3 | i | 28 | . | . | 9
CCOc1ccc(/C=N/n2c(C3CCCCC3)n[nH]c2=S)cc1 | 21 | -6 | 2 | 1 | -10 | i | 7 | 4 | -23 | -9
O=C(CCC(=O)Nc1ccccc1Cl)NNC(=O)c1ccccc1[N+](=O)[O-] | 3 | 3 | 0 | 1 | 0 | i | 21 | 0 | 7 | -4
COc1cc(CNC(=O)CCCC/C=C\C(C)C)ccc1O | 1 | 0 | -4 | 1 | -4 | i | 1 | -1 | -12 | -7
O=C(N/N=C/c1cccnc1)C(=O)N1CCCCCC1 | -3 | -2 | -3 | 2 | -4 | i | 3 | -5 | -13 | -6
O=c1[nH][nH]cc1C=Nc1ccccc1Cl | 3 | -1 | 3 | -1 | 21 | i | 9 | 1 | 3 | 2
COc1cc(Cl)c(C)cc1NC(=O)CSc1nnc(CCC(=O)O)c(=O)[nH]1 | 13 | -4 | -5 | -4 | 9 | . | -3 | -1 | -11 | -7
O=C(Nc1cccc(NC(=O)c2cccc(F)c2)n1)c1cccc(F)c1 | -10 | 2 | -2 | -1 | 6 | i | -5 | -1 | -46 | 6
COc1ccc(CCNC(=O)CCC(=O)Nc2nnc(C(C)C)s2)cc1OC | 21 | -4 | -1 | 2 | 3 | i | 14 | -1 | -16 | -1
CCC(Sc1nncn1C)C(=O)Nc1nnc(-c2ccc(Cl)cc2)s1 (stereo unspecified) | -25 | -6 | -3 | 2 | -1 | i | 15 | 0 | -10 | 7
N#CC(C(=O)C1CCCCC1)c1nc2ccccc2[nH]1 (stereo unspecified) | -41 | 2 | 2 | 0 | 4 | i | 13 | 5 | -30 | -2
CC(C)CCCCCCNC(=S)Nc1ccc(S(=O)(=O)N2CCOCC2)cc1 | 32 | 3 | -2 | -1 | 6 | i | 12 | 1 | -13 | -5
COc1ccc(/C=N/NC(=S)NCc2ccccc2)cc1OC | 11 | 3 | 4 | 2 | -1 | i | 13 | -3 | 4 | 4
COc1ccccc1OCC(=O)OCn1c(SC)nnc(C)c1=O | 9 | 1 | -4 | 2 | -7 | i | 25 | 0 | -10 | 0
Cc1cc2cc3c(=O)[nH]c(=O)[nH]c3nc2cc1C | 4 | 0 | 8 | 0 | -4 | i | -4 | 1 | -26 | 1
Cc1ccc(/C=N/n2cc(-c3ccccc3)[nH]c2=S)s1 | -169 | -3 | 2 | -1 | 32 | i | 39 | 0 | -40 | 1
C=CCNCCOc1ccccc1-c1ccccc1 | 4 | 13 | 0 | -1 | 3 | i | 14 | 3 | -13 | -6
Cc1ccc(C(=O)N2CCN(c3ccc(NC(=S)NC(=O)c4cccs4)cc3)CC2)cc1 | ? | 4 | 0 | 0 | 5 | i | 27 | -4 | -12 | 0
CCNC(=O)c1c(NC(C)=O)sc2c1CCCC2 | -2 | -1 | -2 | 0 | -12 | i | 16 | -2 | 1 | -1
Cc1ccc(-c2noc(CCCc3ccccc3)n2)cc1 | -77 | 0 | -1 | 3 | 5 | i | -36 | -2 | 2 | 6
O=C1C=CN(C(=O)Oc2ccccc2)CC1 | -7 | 2 | -2 | 2 | -2 | i | 24 | -2 | 10 | -5
O=C(C1CCN(S(=O)(=O)c2cnc[nH]2)CC1)N1CCN(c2ncccn2)CC1 | 11 | -2 | 0 | -2 | 15 | . | 11 | 1 | -9 | -7
N#Cc1cc(C(=O)c2cc(Br)ccc2O)cn(Cc2ccccc2)c1=O | -2 | -12 | 1 | -4 | -7 | i | -2 | 0 | -6 | -7
CCOC(=O)c1ccccc1Oc1c(F)c(F)nc(NCCO)c1F | 12 | -4 | -1 | 1 | 9 | . | 22 | -3 | 17 | -8
O=c1c2cnn(-c3ccc(F)cc3)c2ncn1Cc1ccccc1 | 10 | -2 | -3 | -7 | -4 | i | 11 | 0 | -4 | 6
CCNC(=O)NC(=O)COC(=O)CCCc1nc2ccccc2s1 | -5 | 2 | 1 | 1 | 0 | i | 2 | 3 | -31 | 2
CCC(C)(C)n1nnnc1C(c1cc2cc(C)cc(C)c2[nH]c1=O)N1CCCC1 (stereo unspecified) | . | 8 | 1 | . | . | . | . | 2 | -32 | .
CC(=O)Nc1ccc(S(=O)(=O)N(C)CC(=O)OCC(=O)NNC(=O)c2ccccc2F)cc1 | 9 | . | 0 | 1 | -14 | i | 9 | . | . | -3
Cc1ccc2cc(CN(CC3CCCO3)C(=O)NC3CCCCC3)c(=O)[nH]c2c1C (stereo unspecified) | 37 | 0 | -1 | 1 | 9 | i | 13 | -1 | -13 | 2
Cn1nccc1C(=O)NC1CCN(Cc2ccccc2)CC1 | 3 | -3 | -1 | 4 | 3 | i | 28 | -3 | -26 | -1
CCOc1ccc(/C=N/OCC(=O)Nc2ccc3c(c2)OCO3)cc1 | -7 | 5 | -2 | 4 | -1 | i | -26 | 4 | -9 | 1
CC(=O)Nc1nnc(C)s1 | 3 | -2 | 2 | 0 | -11 | i | 29 | 0 | -39 | -6
COC(=O)c1ccc(N2CCN(C)CC2)c(NC(=O)c2sc3ccccc3c2Cl)c1 | -43 | -2 | -2 | -7 | 0 | i | 10 | 0 | -39 | 0
COc1cc(Br)cc2cc(C(=O)OC3CCN(C)CC3)c(=O)oc12 | -60 | 4 | 2 | -8 | -20 | i | 16 | -4 | -17 | 0
Cc1ccc(C(OC(=O)c2ccco2)C(=O)NCc2cccs2)cc1 (stereo unspecified) | 6 | 0 | 0 | 0 | -14 | i | 9 | 1 | -43 | 1
Cc1cc(OCC(=O)Nc2cccnc2)c2c(C)c(C)c(=O)oc2c1 | -6 | 6 | -11 | -3 | 17 | i | 13 | -2 | -7 | 0
Cc1ccc(CNC(=O)Cn2cnc(S(=O)(=O)N3CCC(C)CC3)c2)o1 | -6 | -5 | -4 | 2 | 9 | i | 5 | -7 | -14 | 10
O=C(COC(=O)/C=C/c1ccc(F)cc1)NCc1ccco1 | -17 | -3 | -3 | 2 | 5 | i | 18 | 0 | 3 | 2
CCc1ccc(CN(C)Cc2nc(Cc3cccc(C(F)(F)F)c3)no2)nc1 | -16 | 1 | -4 | -1 | -1 | i | 10 | 1 | -2 | -3
Cc1cc(C)c(S(=O)(=O)Nc2ccc(-c3cn4ccccc4n3)cc2)c(C)c1 | -27 | 0 | -5 | -1 | 4 | i | 33 | -1 | -3 | 8
COc1ccc(C(=O)Nc2ccccc2C(=O)NC(Cc2ccc(O)cc2)C(=O)NNC(=O)c2ccccc2Cl)cc1 (stereo unspecified) | -8 | -3 | -1 | -6 | 34 | i | -1 | 1 | -28 | 1
CCN(CC)S(=O)(=O)c1ccc(C(=O)Nc2cc(C)on2)cc1 | -21 | 5 | -1 | 2 | -7 | i | 7 | 3 | -38 | -3
Cc1cccn2c(=O)c3cc(C#N)c(=NC(=O)c4ccncc4)n(CCCOC(C)C)c3nc12 | -6 | -5 | 9 | 0 | 6 | i | 19 | -2 | -23 | -3
CCOC(=O)c1ccccc1N=Cc1c(O)c2ccccc2oc1=O | -6 | 0 | -1 | -1 | 24 | i | 19 | -2 | -25 | 5
O=C(COC(=O)C1CCN(S(=O)(=O)c2cccs2)CC1)Nc1ccc(F)cc1F | 1 | -11 | -3 | 4 | -7 | i | 13 | -7 | -7 | -9
COc1ccc(/C=N/NC(=O)c2cc3c(OC)ccc(OC)c3[nH]2)cc1O | 68* | 40* | -2 | -1 | 5 | i | 13 | 2 | 59 | -4
Cc1cccc(NC(=S)N2CCN(c3ccccn3)CC2)c1 | -15 | -8 | 0 | 1 | 0 | i | 7 | 0 | -41 | -16
COc1cc(C(=O)O/N=C2\CCCc3c2ccc(OC)c3[N+](=O)[O-])cc(OC)c1OC | 24 | 0 | 1 | 1 | -12 | i | 13 | -6 | -17 | -1
